# TNAP inh hiacc = human TNAP enzyme inhibitors, primary screen, biochemical, luminescent, high phosphate acceptor level, uHTS | Alkaline phosphatase, tissue-nonspecific isozyme (Homo sapiens), P05186 | purified TNAP, CDP-star luminescence, 1 M DEA | inhibition, % at 20 µM | 0.03% of 200,000 active | AID 1135, 2008;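 active = over 50% inhibition of tissue-nonspecific alkaline phosphatase at 20 µM in the single-dose screen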;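 also: plate controls were DMSO wells for no effect and EDTA-quenched wells as full inhibition for full effect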
# Redox H2O2 prof = compounds producing H2O2 with reducing agent – biochemical, NIH compound library profiling, artefact control for MLSCN library redox annotation, primary screen | 0.03% of 200,000 active | activation, % at 10 µM | AID 878, 2007 | DTT-dependent redox cycling H2O2, phenol red/HRP absorbance; 100% = 100 µM peroxide control, 0% = buffer;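 active = activation of at least 50% relative to the plate's high and low controls in the primary single-dose screen; inactive = activation below 50%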;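 also: compound incubated with DTT at 0.8 mM final as the reducing agent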
# Efa HMGR inh = inhibitors of E. faecalis class II HMGR, primary screen, biochemical, Enterococcus faecalis; HMG-CoA reductase (Enterococcus faecalis, mvaE); purified E. faecalis HMGR, NADPH absorbance 340 nm kinetic; inhibition, % at 10 µM; 0.41% of 190,000 active;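 active = inhibition above a set limit, the median over all tested compounds plus 3 SD, cut at about 9.5% in these data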;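 also: enzyme runs in reverse so mevalonate oxidation gives rising NADPH absorbance; 0% = complete reaction with DMSO and 100% = background rate lacking mevalonate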
# TNAP inh no acc = human TNAP enzyme inhibitors, primary screen, biochemical, luminescent, no phosphate acceptor, uHTS | Alkaline phosphatase, tissue-nonspecific isozyme (Homo sapiens), P05186 | purified TNAP, CDP-star luminescence, 30 min | inhibition, % at 20 µM | 0.26% of 200,000 active | AID 1012, 2008;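 active = tissue-nonspecific alkaline phosphatase inhibition above about 50% at 20 µM in the single-dose screen, limit read from the data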;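 also: 0% = DMSO negative control and 100% = EDTA positive control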
# Hsp70 act = Hsp70 transcriptional activators, primary screen, cell-based, HeLa, Hsp70 promoter luciferase, luminescence, 10 µM; HeLa Hsp70 promoter luciferase reporter; scaled: vehicle 0, proteasome-inhibitor control 100%; activation, % at 10 µM; 0.04% of 200,000 active; AID 1203, 2008;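 active = activation above the mean across all tested compounds plus 3 SD, cutoff set per campaign, cut at about 5.5% in these data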;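 also: 100% = MG132 at 30 µM as the positive control and 0% = DMSO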
# PMI act satM6P = human PMI activators, high substrate, primary screen, biochemical, fluorescence intensity, near-saturating mannose 6-phosphate | activation factor at 20 µM | Mannose-6-phosphate isomerase (Homo sapiens), P34949 | coupled PMI enzyme assay, resazurin fluorescence, 20 min; hits give high values; 1 = untreated enzyme, 0 = substrate-free blank | 0.34% of 190,000 active;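 active = activation factor of 2 or more at 20 µM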
# Target sequence (P34949 whole entry, looked up): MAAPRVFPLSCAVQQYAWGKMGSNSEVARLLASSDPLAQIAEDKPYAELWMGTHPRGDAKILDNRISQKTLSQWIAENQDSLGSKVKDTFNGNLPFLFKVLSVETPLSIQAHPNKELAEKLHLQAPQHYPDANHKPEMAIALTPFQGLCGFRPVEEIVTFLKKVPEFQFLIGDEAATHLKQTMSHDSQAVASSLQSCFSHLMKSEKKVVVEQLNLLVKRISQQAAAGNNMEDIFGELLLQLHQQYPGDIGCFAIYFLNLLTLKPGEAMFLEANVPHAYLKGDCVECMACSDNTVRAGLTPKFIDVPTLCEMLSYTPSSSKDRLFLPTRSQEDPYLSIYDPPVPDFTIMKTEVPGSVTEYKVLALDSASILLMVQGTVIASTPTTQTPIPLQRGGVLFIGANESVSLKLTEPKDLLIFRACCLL
#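 Test system: Human PMI in coupled enzyme assay | Input: 15 ng/mL PMI | Medium: HEPES-buffered pH 7.4 with magnesium and detergent | Compound: One concentration, 20 µM, in 1% DMSO | Incubation: Enzyme reaction with compound 20 min at room temperature | Detection: Diaphorase-driven resazurin-to-resorufin fluorescence, excitation 544, emission 590 nm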
# PMI act = activators of human PMI, primary screen, biochemical, fluorescence intensity, near-Km mannose 6-phosphate | Mannose-6-phosphate isomerase (Homo sapiens), P34949 | purified human PMI, coupled resazurin fluorescence, 20 min; hits give high values; 1 = vehicle control, 0 substrate-free wells | activation factor at 20 µM | 0.005% of 190,000 active | AID 1214, 2008;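 active = activation factor of 2 or more at 20 µM, relative to plate controls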
# RAM inhibit = inhibitors of the yeast RAM network, primary screen, dse1pr::URA3 reporter, 5-FOA selection; S. cerevisiae dse1pr::URA3 reporter, 5-FOA growth OD615, 2 d; analog-sensitive cbk1-as2 kinase mutant strain; AID 868, 2007; 1.8% of 190,000 active; inhibition, % at 50 µM;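 active = inhibition above a set limit, 3 SD over mean compound inhibition, cut at about 8.4% in these data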;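 also: 0% = DMSO-only wells with no growth and 100% = 10 µM 1-NA-PP1 full growth; inhibition rescues growth on 5-FOA so higher OD means more RAM inhibition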
# S1P3 antagonist = S1P3 receptor antagonists, primary screen, cell-based | Sphingosine 1-phosphate receptor 3 (Homo sapiens), Q99500 | 0.27% of 170,000 active | inhibition, % at 4.98 µM | CHO S1P3 NFAT-BLA reporter, FRET fluorescence, antagonist mode;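 active = inhibition above the plate cutoff, the mean inhibition of test wells on that plate plus 3 SD, cut at about 28% in these data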;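 also: cells challenged with S1P at its EC80 of 0.8 µM; blue over green emission ratio from cleaved BLA substrate after 4 h stimulation; 0% = S1P-stimulated wells and 100% = unstimulated DMSO-only wells; some compounds past the cut are filed as inactive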
# Target sequence (Q99500 whole entry, looked up): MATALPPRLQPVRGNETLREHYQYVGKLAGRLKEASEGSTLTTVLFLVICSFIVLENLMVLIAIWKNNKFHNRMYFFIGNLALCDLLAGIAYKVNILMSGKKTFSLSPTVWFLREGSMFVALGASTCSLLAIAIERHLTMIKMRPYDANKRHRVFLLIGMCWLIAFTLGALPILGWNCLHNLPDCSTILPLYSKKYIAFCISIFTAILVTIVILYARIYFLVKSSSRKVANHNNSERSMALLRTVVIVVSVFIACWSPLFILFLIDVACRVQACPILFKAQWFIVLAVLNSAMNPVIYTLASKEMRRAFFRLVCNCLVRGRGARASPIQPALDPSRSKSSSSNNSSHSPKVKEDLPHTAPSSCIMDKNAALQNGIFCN
# L major viab = Leishmania major promastigote growth inhibition, primary screen | Leishmania major promastigotes, resazurin fluorescence viability | inhibition, % at 10 µM | 9% of 200,000 active | AID 1063, 2008; in the data active = inhibition above about 50%;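 also: promastigotes grown with compound for 44 hours at 28 °C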
# The depositor's hits bear a star; nt = not tested or not shown.
SMILES,TNAP inh hiacc,Redox H2O2 prof,Efa HMGR inh,TNAP inh no acc,Hsp70 act,PMI act satM6P,PMI act,RAM inhibit,S1P3 antagonist,L major viab
Cc1ccc(NC(=S)N2CCN(Cc3ccccc3)CC2)cc1,-5,0.1,4,-12,-0.2,1,1,0.7,1,-2
COC(=O)c1ccc(N=C2S/C(=C\c3cc(C)n(-c4cccnc4)c3C)C(=O)N2C)cc1,1,-1.4,5,-4,-0.2,0.9,0.9,1.7,nt,42
COc1ccccc1N(C(=O)CN1C(=O)c2ccccc2S1(=O)=O)C(C(=O)NCC1CCCO1)c1ccc(F)cc1 (stereo unspecified),-1,-0.8,-5,-6,0.1,0.9,1.1,2.9,7,-7
CC(C)C(=O)Nc1ncc(Cc2cccc(Cl)c2)s1,-8,0.3,-2,-15,0.2,0.9,0.9,0.0,10,37
O=C(Nc1ccccc1-c1nc2ccccc2s1)c1ccc(Br)o1,-4,1.0,-8,-16,-0.1,1,1,4.8,nt,-1
O=C(NCc1ccccc1)NC(=O)c1ccccc1,-5,0.5,-2,-10,0.0,1,1,0.3,-1,3
CC1CCCCN1C(=O)Cn1c(=O)n(-c2ccc(F)cc2)c(=O)c2sccc21 (stereo unspecified),-4,0.1,-6,-11,0.2,1.1,1.1,1.4,-8,-4
CC1=C(C)CC(C(=O)NC(C)CCc2ccccc2)C(C(=O)O)C1 (stereo unspecified),0,0.0,-5,3,-0.4,1,1,0.8,10,17
O=C(Nc1ccccc1)c1cc2ccccc2c(=O)s1,-4,-0.4,-1,-5,0.6,1,1,3.3,13,-3
CCCc1cc(=O)[nH]c(SCC(=O)Nc2c(C)cccc2C)n1,-3,0.0,-2,-15,-0.3,1,1,0.8,nt,-8
Cc1cccc(C)c1C(=O)N[C@@H](Cc1ccccc1)C(=O)O,-8,6.4,1,-12,-0.3,0.9,0.9,2.3,-20,-1
O=[N+]([O-])c1cnn2cc(Br)cnc12,-3,-0.1,5,-14,-0.2,1,1.1,3.6,-24,-5
COC(=O)c1ccc(N=NNc2cccc(Br)c2)cc1,3,0.3,-4,-19,-0.6,1,0.8,0.7,-11,-7
CCOC(=O)N1CCN(S(=O)(=O)c2ccc(C)c([N+](=O)[O-])c2)CC1,-3,-1.5,-3,-6,0.0,0.9,0.9,0.3,-11,-8
O=C(CCCc1nc(-c2ccc(Cl)cc2)no1)N1CCOCC1,0,-0.7,-3,-8,0.1,1.1,1.1,1.6,2,-5
COCCOC(=O)c1c(C)oc2ccc(OC(=O)c3c(OC)cccc3OC)cc12,0,1.7,0,-4,-0.1,0.9,0.9,12*,0,22
Cc1c(-c2ccccc2)oc2c(C(=O)OCC(=O)Nc3ccc(C(N)=O)cc3)cccc2c1=O,-8,nt,0,-7,-0.1,0.8,0.9,5.0,1,53*
CSCCC(NC(=O)c1ccc([N+](=O)[O-])cc1Cl)C(=O)OCC(=O)C12CC3CC(CC(C3)C1)C2 (stereo unspecified),4,0.5,-2,-1,-0.6,1,1,3.9,-1,99*
NS(=O)(=O)c1ccc(CCNC(=O)c2ccc(C#CC3(O)CCCCC3)cc2)cc1,-2,0.6,-4,-8,0.1,0.9,0.9,1.1,16,-5
CS(=O)(=O)N(CC(=O)NCC1CCCO1)c1cc(Cl)c(Cl)cc1Cl (stereo unspecified),-4,-0.3,-4,-4,-0.2,1,1,0.4,-5,-1
O=C(CSc1nc2ccccc2[nH]1)NCc1ccc2c(c1)OCO2,0,0.0,-8,-17,-0.4,1.1,0.9,1.6,-5,-5
Cc1ccccc1N1CC(C(=O)O)CC1=O (stereo unspecified),-6,0.2,-5,-6,-0.3,nt,nt,2.5,-6,-5
O=S(=O)(Nc1nccs1)c1ccc(F)cc1,3,0.1,-4,0,-0.2,nt,nt,0.1,-10,-7
CCOC(=O)c1cc2sccc2n1CC(=O)N1c2ccccc2CC1C (stereo unspecified),-7,2.4,-8,-12,0.1,1.1,1,2.6,nt,3
CCN(CC)c1ccc(/C=N/NC(=O)CN2CCCc3ccccc32)cc1,-5,-0.1,-4,-24,-0.3,0.8,0.8,1.7,-2,6

# The listing continues.
SMILES,TNAP inh hiacc,Redox H2O2 prof,Efa HMGR inh,TNAP inh no acc,Hsp70 act,PMI act satM6P,PMI act,RAM inhibit,S1P3 antagonist,L major viab
O=C(CNCc1cccc2ccccc12)Nc1ccccc1[N+](=O)[O-],-9,-1.9,0,-2,-0.1,0.9,0.9,1.9,-11,-11
CCC(=O)NNc1nc2c(C)cc(C)cc2s1,0,-9.2,-5,-159,0.1,1,1,2.6,0,-6
COC(=O)c1[nH]c2cc(OC)ccc2c1NC(=O)CN1CCC(C(N)=O)CC1,-2,0.0,-1,-9,-0.1,0.9,0.9,0.7,nt,-8
CNC(=O)CCC(=O)Nc1ccc(C)cc1,-6,-0.3,-1,-16,-0.1,1,0.8,0.4,-8,-2
O=C(Cn1cc([N+](=O)[O-])cn1)NCC1CCCO1 (stereo unspecified),-8,nt,3,-12,-0.2,1,1,2.6,-12,44
Cc1c(C)n2c3c(cccc13)CC2,2,-0.5,-4,-5,0.9,0.9,1,0.9,-11,0
Cc1ccc(C(c2sc3nc(C)nn3c2O)N2CCOCC2)cc1 (stereo unspecified),-2,0.1,0,-7,-0.2,1.1,1,2.2,-17,-5
COc1ccccc1NC(=O)CN1C(=O)CSC(C)C1=O (stereo unspecified),0,-0.1,-5,3,-0.4,1,1,1.0,-19,-6
CC(C)c1ccc(NC(=O)CCNS(=O)(=O)c2cccc3nonc23)cc1,-5,4.1,3,-5,-0.2,0.9,0.9,3.8,nt,32
Cc1nnc(SCC(=O)c2c(N)n(C)c(=O)n(C)c2=O)n1Cc1ccccc1,-7,0.4,0,-18,0.2,1,1,0.2,-8,-11
CC(C)C(=O)N1CCN(c2ccccc2NC(=O)c2cc([N+](=O)[O-])ccc2N2CCOCC2)CC1,-2,-1.2,-1,-9,-0.1,0.9,0.9,-0.4,14,0
CN(c1ccc(C(=O)Nc2cccnc2)cc1)S(C)(=O)=O,1,1.1,-4,-5,-0.2,1.1,1,0.3,-14,-3
O=C(CN1C(=O)NC2(CCCC2)C1=O)Nc1ccccc1F,-2,2.3,-5,-3,-0.2,0.9,0.9,0.0,nt,-16
C#CCOCCOCCOCCNc1nc(N2CCN(C(=O)C([C@@H](C)CC)n3cc(C(N)Cc4ccc(O)cc4)nn3)CC2)nc(N2CCN(C(=O)[C@H](CCC(=O)O)n3cc(C(N)CC(C)C)nn3)CC2)n1 (stereo partly specified),-2,-0.1,-3,-2,0.0,1.2,1.2,0.9,-22,-7
Cc1cc(NS(=O)(=O)c2ccc(Cl)cc2)nn1CC(=O)NCc1ccco1,-4,0.7,1,-10,-0.4,1,1,1.3,-5,-5
CCNc1nc(NC(C)C)nc(N(n2cnnc2)S(=O)(=O)c2ccc(C)cc2)n1,1,0.0,1,-12,-0.1,0.9,0.8,1.9,-6,58*
CCC(=O)Nc1cccc(-n2nnnc2SCC(=O)NCc2ccco2)c1,-4,0.1,3,-13,0.1,1,1,-0.1,0,18
CCC(C)(C)NC(=O)C1CCN(S(=O)(=O)c2cccs2)CC1,0,-1.0,-9,-5,-0.1,1,1.1,0.5,4,-8
N#C/C(=C\C1=C(N2CCOCC2)C(=C\c2ccccc2)/CC1)C(=O)Nc1ccccc1F,46,-0.4,-7,41,-0.4,0.9,0.8,12*,-5,19
O=C1S/C(=C/c2ccc(N3CCOCC3)o2)C(=O)N1Cc1ccc(F)cc1,14,0.8,4,-6,-0.2,0.5,0.7,1.6,nt,-3
C=CCN(C(=O)Nc1ccc2oc(C)nc2c1)c1ccccc1,0,1.2,0,-8,-0.2,0.6,0.8,0.6,nt,1
O=C(CCC1CCCN(C(=O)c2ccc3cc[nH]c3c2)C1)N1CCN(c2ccccn2)CC1 (stereo unspecified),-5,-1.0,-7,-9,-0.1,1,1,0.8,-6,-8
CCc1cccc(C)c1NC(=O)COC(=O)c1c2c(nc3ccccc13)/C(=C\c1cccs1)CCC2,-3,1.9,-2,-8,-0.4,1,1,3.9,16,31
Cn1cc(SCC(=O)Nc2ccc3c(c2)OCCO3)c2ccccc21,-2,-0.1,-4,-12,-0.3,1,0.9,0.3,nt,3
Cc1nn(Cc2ccccc2)c(N)c1-c1ccccc1,-7,0.5,-3,-8,-0.2,1,1.1,1.1,16,-2

# The list continues:
SMILES,TNAP inh hiacc,Redox H2O2 prof,Efa HMGR inh,TNAP inh no acc,Hsp70 act,PMI act satM6P,PMI act,RAM inhibit,S1P3 antagonist,L major viab
O=C(Nc1ccccc1-c1nnc(SCc2ccc(Cl)cc2Cl)o1)c1ccccc1,-2,0.7,1,-9,-0.1,1,0.8,10*,3,8
O=C(O)CCCCCNc1ccc2nsnc2c1[N+](=O)[O-],8,0.5,-7,0,-0.4,0.5,0.9,-1.4,-6,0
COc1cc(/C=C2\SC(=S)N(Nc3ccccc3)C2=O)ccc1O,55*,-0.8,-5,44,0.0,0.8,0.8,1.3,-9,48
COC(=O)c1ccc(Sc2ccc(F)cc2)c(N)c1,-6,0.0,2,-13,0.0,1.1,0.9,0.6,nt,5
CCOc1ccc(OCCCCn2cnc3ccccc3c2=O)cc1,-5,0.3,-2,-4,-0.2,1,1,-0.7,3,1
O=C(CN(CCc1ccccc1)C(=O)CNS(=O)(=O)c1ccc(F)cc1)NCC1CCCO1 (stereo unspecified),-1,1.7,-2,-10,-0.1,1,0.9,2.4,-39,-1
COc1cc(OC)cc(-c2nnc(SCC(=O)N3CCCc4ccccc43)o2)c1,-4,2.0,-9,-8,0.0,0.9,0.9,2.0,-70,-2
CN(C[C@H](CC1CCCCC1)N(C[C@H](Cc1ccccc1)N(CCc1ccccc1)N=O)N=O)N=O,-8,-1.2,2,-12,0.0,0.8,0.8,11*,-9,14
CCCCN1C(=O)C(O)(CC(=O)c2c(C)coc2C)c2ccccc21 (stereo unspecified),-6,-0.4,-1,-12,-0.4,1,1,1.0,-31,9
Cc1cccc(-c2nnc(SCC#N)n2Cc2ccccc2)c1,-2,1.4,-4,-7,-0.5,1,0.9,1.1,-17,-4

# Source: PubChem (several laboratories)

# Hits appear at their usual frequency. Share with any hit: about 12%.
